Assay outcomes as filed in PubChem BioAssay.
RXFP1 ag: agonists of human relaxin receptor RXFP1; HEK293T-RXFP1 cAMP TR-FRET, 30 min; response scale: percent of porcine relaxin response, buffer zero; Potency, µM (series often up to 57.5 µM), without a hit: top-dose activation, usual class: activators; actives 0.3% (n = 370,000); AID 2676; note: potency is the fitted concentration of half-maximal effect; % is set by controls: 0 for no effect and ±100 for the full control effect; nearly all actives have a fitted effect of over 60% in size; many of its hits are not listed in these tables
Target sequence (Q9HBX9 whole entry, looked up): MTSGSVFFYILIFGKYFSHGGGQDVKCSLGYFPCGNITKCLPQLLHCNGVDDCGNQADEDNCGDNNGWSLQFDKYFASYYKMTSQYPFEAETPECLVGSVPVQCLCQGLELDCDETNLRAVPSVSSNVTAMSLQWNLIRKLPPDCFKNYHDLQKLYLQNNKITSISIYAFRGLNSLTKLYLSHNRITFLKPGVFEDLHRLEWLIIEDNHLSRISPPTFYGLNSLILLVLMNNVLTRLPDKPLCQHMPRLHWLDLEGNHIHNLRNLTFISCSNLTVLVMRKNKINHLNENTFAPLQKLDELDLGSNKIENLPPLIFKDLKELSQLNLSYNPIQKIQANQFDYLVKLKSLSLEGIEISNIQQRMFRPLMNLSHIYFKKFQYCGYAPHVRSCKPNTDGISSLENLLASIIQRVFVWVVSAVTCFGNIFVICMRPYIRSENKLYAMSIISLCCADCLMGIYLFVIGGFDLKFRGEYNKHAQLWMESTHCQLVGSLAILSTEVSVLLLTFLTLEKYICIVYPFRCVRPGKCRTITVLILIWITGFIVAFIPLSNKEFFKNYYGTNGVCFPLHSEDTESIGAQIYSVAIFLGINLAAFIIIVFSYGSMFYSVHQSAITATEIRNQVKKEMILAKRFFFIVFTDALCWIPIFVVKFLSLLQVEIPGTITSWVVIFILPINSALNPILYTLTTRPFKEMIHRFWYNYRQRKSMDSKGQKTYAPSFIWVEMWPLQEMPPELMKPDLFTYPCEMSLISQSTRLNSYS
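HEK293T cells stably expressing RXFP1 were pretreated with the PDE4 inhibitor Ro 20174, exposed to compounds for 30 min at 37C, lysed, and cAMP was read by TR-FRET. Data normalized to buffer (basal) and 29 nM porcine relaxin (100%).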
D2 PAM: positively modulates the human D2 dopamine receptor allosterically; P14416; HEK293 T-REx D2, calcium flux, EC20 dopamine potentiation; potentiation, % at 10 µM; actives 0.34% (n = 340,000); AID 485347;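 active = potentiation over 3 SD above the plate norm, cut at about 30% in these data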; note: 0% is about no effect
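Potentiation of an EC20 dopamine calcium response measured kinetically over 180 s, after a preceding 180 s compound-only read flagging agonists. Cells: inducible Hek293 Trex D2 line, 4000/well, cultured overnight at 30 C before dye loading.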
D1 PAM: human D1 dopamine receptor positive modulation. potentiation, % at 10 µM. AID 504651. HEK293 TREx D1 cells, calcium flux, dopamine EC20 potentiation. actives 0.036% (n = 360,000). P21728; in the data active = potentiation above about 30%; note: 0% is about no effect
Vif-APOBEC3F blk: Vif-A3F binding inhibition | HeLa A3F-eYFP + Vif (tagged APOBEC3F with the HIV-1 protein that degrades it), YFP fluorescence increase | Potency, µM (top dose mostly 46.1 µM), without a hit: top-dose activity, negative = active | actives 0.2% (n = 390,000) | AID 602313; note: potency is the fitted concentration of half-maximal effect; % of control where 0% means no effect; nearly all actives have a fitted effect of over 65% in size
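HeLa cells stably expressing A3F-eYFP plus Vif, plated and incubated overnight at 37 deg C, then exposed to compounds overnight at 37 deg C. Blocked degradation read as raised yellow fluorescence (Ex 488/Em 500-530).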
GRP78 ERSR act: induces the endoplasmic reticulum stress response in human glioma cells | U87-MG GRP78 promoter luciferase reporter, 16 h | actives 0.02% (n = 420,000) | AID 602332 | Potency, µM, without a hit: at the highest dose activation, usual class: activators; note: potency is the fitted concentration of half-maximal effect; series mostly up to about 76 µM; % of control where 0% means no effect; nearly all actives have a fitted effect of over 35% in size
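Stably transfected U87-MG human glioma cells carrying a GRP78-based luminescent sensor were seeded at 1000 cells/well, pin-dosed with compounds and incubated 16 h. Luciferase reagent was then added, and end-point luminescence was read after 10 min at room temperature.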
D1 ag: agonists of human D1 dopamine receptor | HEK293 T-REx D1 cells, calcium flux, agonist mode | AID 504660 | actives 1% (n = 360,000) | activation, % at 2 µM; in the data active = activation above about 30%; note: 0% is about no effect
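Agonism was scored from calcium flux recorded over 180 s (1 read/s) after pintool compound addition, following a 10-cycle baseline. Cells were inducible force-coupled HEK293 TREx D1, plated overnight at 30 C and loaded with no-wash calcium dye.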
D1 antag: human D1 dopamine receptor antagonism. P21728. HEK293 TREx D1 cells, calcium flux, dopamine EC80; stronger effect = lower value. activity change, negative = inhibition, % at 10 µM. actives 3.2% (n = 360,000). AID 504652; in the data active = activity change below about -30%; note: % is set by controls: 0 for no effect and ±100 for the full control effect
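Cells carrying a force-coupled, tetracycline-inducible human D1 receptor report calcium flux. Each well gets a 10 s baseline, compound with 180 s monitoring, then an EC80 dopamine stimulus with a second 180 s kinetic read.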
LDHA block: blocks human lactate dehydrogenase A. purified LDHA, NADH/diaphorase-resazurin fluorescence; stronger effect = lower value. activity change, % (values are at about 110 or 230 µM). actives 0.15% (n = 480,000); in the data active = activity change below about -30%; inconclusive = mostly about -25% to -30%;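 note: plate controls were DMSO wells for no effect and wells without enzyme for full effect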
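Remaining NADH was detected by diaphorase (0.133 mg/mL) converting 37 µM resazurin to fluorescent resorufin, read at 0 and 20 minutes. The preceding 5-minute room-temperature reaction used 2 nM LDHA, 0.2 mM sodium pyruvate and 0.06 mM NADH at pH 7.4.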
Vif-A3G inh: inhibitors of Vif-APOBEC3G interaction; HeLa A3G-eYFP + Vif (tagged APOBEC3G with the HIV-1 protein that degrades it), YFP fluorescence, overnight; Potency, µM (series often up to 46.1 µM), for inactives: top-dose activity, negative = active, usual class: inhibitors; actives 0.076% (n = 410,000); AID 602310;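 note: potency is the fitted concentration of half-maximal effect; % is set by controls: 0 for no effect and ±100 for the full control effect; nearly all actives have a fitted effect of over 60% in size; hits raise eYFP signal because A3G escapes Vif-driven loss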
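HeLa cells stably expressing Vif and C-terminally eYFP-tagged A3G, seeded overnight at 37 deg C, then exposed to compound by pintool overnight at 37 deg C. Rise in yellow fluorescence (Ex 488/Em 500-530, Acumen) marks blocked Vif-driven A3G degradation.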
Starred values were filed as active, the others as inactive; ? = inconclusive; . = no result given; & = joins results of further samples. Unless noted, calls come from the whole dose curve; as a rule, active = well fitted curve in the direction sought with a large enough effect; inconclusive = small, poorly fitted or top-dose-only effect, or another doubt; inactive = no such curve, though single readings can be large; an effect the other way counts as inactive or inconclusive. Not all compounds are listed; rates above refer to the full screens.

SMILES	RXFP1 ag	D2 PAM	D1 PAM	Vif-APOBEC3F blk	GRP78 ERSR act	D1 ag	D1 antag	LDHA block	Vif-A3G inh
CCC(C)(C)NC(=O)c1cc(C(=O)OC)cc([N+](=O)[O-])c1	0.2%	-14	-2	-3%	2%	-1	-1	0	-1%
Cc1c(C(=O)OC2CCCCC2)[nH]c2c1C(=O)CC(C)(C)C2	8.9%	14	-5	7%	-2%	0	8	-2	2%
O=C(NNc1ccccc1)c1ccccc1	.	.	.	13%	-4%	.	.	0	-8%
CCc1cccc(NS(=O)(=O)c2ccc3c(c2)oc(=O)n3C)c1	1.4%	.	-3	5%	-3%	2	-9	-9	-3%
CCCOc1ccc(C(=O)Nc2ccc3c(c2)OCCO3)cc1	4.6%	0	-8	24%	-7%	4	-6	0	-2%
Cc1cc(N)ccc1-n1nc2ccccc2n1	.	.	.	11%	-5%	.	.	-3	-1%
OC1c2cc(Cl)ccc2-c2c(Cl)cc(Cl)cc21 (stereo not drawn)	.	.	.	?	2%	.	.	-17	-15%
OCCNCCSc1ccc(Cl)cc1	-2.2%	-1	-1	2%	-1%	5	3	-10	-4%
CCn1cc(/C=N\NC(=O)COc2cccc(C)c2C)c(C)n1	0.6%	10	0	-5%	-4%	3	-2	-1	0%
O=C(NN=C1CCCCC1)c1ccccc1OCc1ccc(F)cc1	4.7%	1	-6	-3%	-5%	1	-14	-1	3%
CCC(=O)Nn1c(C)nnc1C	0.1%	2	-4	-4%	-2%	1	4	0	-2%
C[C@@H]1CN([C@H](C)CO)C(=O)CCCn2nncc2CO[C@@H]1CN(C)C(=O)C1CC1	.	.	.	-7%	0%	.	.	-15	-5%
COc1ccccc1-c1cc(C(=O)N2CCOCC2)no1	0.3%	.	0	-11%	0%	0	-13	-6	0%
CCOC(=O)c1sc(C)c(C(=O)NCCCN2CCOCC2)c1N	2.9%	5	0	-3%	-7%	1	10	-5	0%
CC(C)CN1C2CCCC1CC(NC(=O)c1ccc([N+](=O)[O-])cc1)C2 (stereo not drawn)	0.2%	-1	-9	-3%	-3%	1	-48*	1	1%
COc1ccc(N(Cc2cc3ccccc3[nH]c2=O)S(=O)(=O)c2ccc(OC)cc2)cc1	0.3%	-24	2	-12%	-2%	12	20	-4	-12%
NC(=O)N/N=C/c1cn(CC(=O)Nc2ccc(F)cc2)c2ccccc12	-3.6%	-19	-2	-3%	-10%	1	-8	6	-1%
O=C(Nn1cnc2ccccc2c1=O)c1cccc(Cl)c1	-0.5%	-2	3	-2%	5%	6	17	-1	2%
CCOc1ccccc1NC(=O)C(=O)NCCc1sc2nc(-c3ccc(OC)cc3)nn2c1C	0.5%	8	-1	-2%	-2%	4	.	7	3%
COc1cc(NC(=S)N2CCc3ccccc3C2)cc(OC)c1	0.5%	-14	-8	0%	1%	1	2	-4	-7%
COc1ccc(Nc2nccc3c2nnn3C)cc1	0.5%	7	-3	-9%	-3%	0	-4	-6	0%
CCOC(=O)N1CCC(NC(=O)Cn2c3c(c(-c4ccccc4Cl)cc2=O)CCC3)CC1	5.6%	10	8	5%	-1%	0	10	-2	-1%
c1ccc(-n2ncc3c(N4CCN(CCOc5cccc6ccccc56)CC4)ncnc32)cc1	0.1%	9	2	-6%	-5%	1	-10	6	0%
COc1ccc(OC)c(NC(=O)Cn2c(=O)n(-c3cccc(C)c3)c(=O)c3c2c2cc(C)ccc2n3C)c1	-1.9%	-1	-1	-5%	-3%	0	10	-4	-4%
O=C(N/N=C/c1cccnc1)C(=O)N1CCCCCC1	3.3%	7	4	-8%	-3%	0	3	-1	-1%

Reformatted with bars between the fields: 2 of the compounds above
Molecule | RXFP1 ag | D2 PAM | D1 PAM | Vif-APOBEC3F blk | GRP78 ERSR act | D1 ag | D1 antag | LDHA block | Vif-A3G inh
CCC(C)(C)NC(=O)c1cc(C(=O)OC)cc([N+](=O)[O-])c1 | 0.2% | -14 | -2 | -3% | 2% | -1 | -1 | 0 | -1%
COc1ccc(Nc2nccc3c2nnn3C)cc1 | 0.5% | 7 | -3 | -9% | -3% | 0 | -4 | -6 | 0%

Next entries.
SMILES	RXFP1 ag	D2 PAM	D1 PAM	Vif-APOBEC3F blk	GRP78 ERSR act	D1 ag	D1 antag	LDHA block	Vif-A3G inh
COc1ccc(C)cc1NC(=O)CSc1nnc2ccc(-c3ccccn3)nn12	3.2%	9	-8	-11%	-1%	0	1	-6	-7%
CC(C)N1C(=O)/C(=C\c2nc3ccccc3c(=O)n2-c2ccccc2)c2ccccc21	5.0%	11	2	-12%	-7%	2	32	-2	-17%
O=c1[nH]cc(S(=O)(=O)N2CCN(c3ccccc3F)CC2)c(=O)[nH]1	.	.	.	-6%	0%	.	.	-4	-3%
Cc1ccc2oc(=O)c3cc(C(=O)NCCN4CCN(C)CC4)sc3c2c1	-0.4%	-7	-1	-4%	-2%	-2	4	-4	-2%
COc1ccc(NC(=S)Nc2ncccc2C)c(OC)c1	-0.1%	-3	-4	1%	7%	2	-20	-1	11µM*
COc1ccc(NC(=O)C(=O)NCC(c2ccco2)N2CCc3ccccc32)cc1 (stereo not drawn)	1.0%	-6	-7	2%	-5%	0	-20	-2	-24%
COC(=O)C1=C(C)NC(=O)NC1c1cn(-c2ccccc2)nc1-c1ccc(OC)c(Cl)c1 (stereo not drawn)	0.7%	6	10	4%	-2%	0	-5	-2	-10%
Cc1cc(C)cc(OCCSc2nc3ccc(NC(=O)c4ccc5c(c4)OCO5)cc3s2)c1	10%	0	-1	2%	-1%	7	-22	-3	-4%
COc1cc(CN2c3ccccc3C(=O)CS2(=O)=O)cc(OC)c1	.	.	.	4%	-5%	.	.	-1	-5%
Cc1ccccc1-n1c(CSC(=N)N)nc2ccccc2c1=O	-0.3%	6	2	-11%	-9%	2	-42*	-11	1%
O=C(O)C1CCN(S(=O)(=O)c2ccc(Cl)s2)CC1	.	.	.	-5%	-3%	.	.	-13	0%
Cc1ccc(CNC(=O)c2ccc(N3CCc4ccccc43)c([N+](=O)[O-])c2)cc1	-0.2%	8	-2	1%	-1%	1	-10	-12	-6%
COCCn1nnnc1CN1CCSCC1	3.2%	1	0	0%	-2%	2	9	2	5%
CC(C)Cn1c(N)c(C(=O)COC(=O)c2cc(-c3ccco3)nc3ccccc23)c(=O)n(C)c1=O	0.0%	-4	10	?	-2%	-5	-13	1	-13%
CN(C)/C=N/NC(=O)c1ccccc1Cl	-0.9%	-6	2	0%	-2%	1	5	0	0%
NC(=O)c1sc2nc3c(c(-c4ccco4)c2c1N)CCC3	7.9%	.	-4	-3%	-3%	0	-2	3	3%
CC(=O)c1ccc(N2CCN(C(=O)c3ccc4c(c3)OCO4)CC2)cc1	-0.9%	5	-7	-3%	0%	4	-29	-6	-6%
COc1ccccc1C1CC(=O)Nc2cc(C)c(C)cc21 (stereo not drawn)	-0.3%	14	6	1%	-5%	5	1	1	?
COc1ccc(-c2noc(CNC(=O)COc3cccc(C)c3C)n2)cc1	2.0%	-10	-2	-10%	-1%	15	11	4	0%
CC1C(c2ccccc2)N(C)C(c2ccccc2)CC1(O)c1ccc(F)cc1 (stereo not drawn)	2.5%	-4	-4	6%	11%	8	-18	1	-4%
CC1(C(=O)NCCc2c[nH]c3ccccc23)C=CC2(CCCCC2)N1C(=O)c1ccccc1 (stereo not drawn)	2.8%	-27	-7	6%	-3%	-1	-4	0	0%
Cc1ccc(NC(=O)Cn2c(=O)n(CCC(=O)NC3CCN(Cc4ccccc4)CC3)c(=O)c3ccccc32)cc1	-1.0%	-10	-9	-3%	-4%	4	4	-2	2%
CCOc1ccc(NC(=O)c2ccc3nccnc3c2)cc1	0.0%	3	-3	-7%	-2%	5	0	-3	1%
CCOCCCn1c(=N)c(S(=O)(=O)c2ccc(C)cc2)cc2c(=O)n3cc(C)ccc3nc21	2.9%	.	.	-9%	2%	2	-9	-10	1%
Cc1cc(C2(c3ccc(O)c(C)c3)C(=O)Nc3ccccc32)ccc1O	1.8%	7	-2	4%	-13%	1	35	1	-6%
Further records.
SMILES	RXFP1 ag	D2 PAM	D1 PAM	Vif-APOBEC3F blk	GRP78 ERSR act	D1 ag	D1 antag	LDHA block	Vif-A3G inh
CC(=O)NC1=NN(C(C)=O)C(c2ccco2)S1 (stereo not drawn)	0.5%	2	1	-15%	-6%	1	5	-4	2%
COC(=O)c1sccc1NC(=O)Cn1nnc(-c2ccccc2C)n1	-0.5%	7	-1	4%	-1%	18	-17	-14	6%
CC(C)[C@H](Nc1ncnc2c1oc1ccccc12)C(=O)O	13%	6	0	-9%	-4%	3	4	-8	2%
CCOC(=O)c1c(N)ssc1=S	-2.0%&-0.2%	9&8	-3&-4	3%	-1%	0&0	4&5	-1	1%
Cc1ccc(C(=O)C(C)OC(=O)Cc2n[nH]c(=O)c3ccccc23)cc1C (stereo not drawn)	3.2%	-7	-2	6%	-6%	6	2	0&-7	-15%
COc1ccc(C(=O)Nc2cccc(C(=O)N3CCCC3)c2)cc1	-0.5%	18	2	-7%	0%	3	13	-4	-15%
CCCN1CNc2c(c(=O)[nH]c(=S)n2-c2ccc(Cl)cc2)C1	3.9%	10	-4	-1%	-7%	5	-2	-5	0%
O=C(CN1C(=O)C2C3C=CC(C3)C2C1=O)NCc1ccco1 (stereo not drawn)	0.0%	6	31*	-14%	0%	1	22	-1	-1%
CCN1C(=O)NC(c2ccccc2)C1=O (stereo not drawn)	0.0%	12	-1	-1%	-2%	-2	17	-17	4%
COc1ccc(-n2cc(C(=O)NCc3ccc(Cl)cc3)c3ccccc3c2=O)cc1	0.7%	5	-2	0%	-3%	9	0	-2	1%
O=C(Nc1ccccc1N1CCOCC1)c1cc(Cl)c2c(c1)OCO2	4.0%	-7	4	1%	0%	4	13	0	-6%
CC(CNC(=S)Nc1cc(F)cc(F)c1)CSc1ccc(Cl)cc1 (stereo not drawn)	-2.2%	0	2	4%	-6%	14	-23	-5	0%
